# NPR1 activator = GC-A (human) enzyme activation. P16066. HEK293 GC-A cells, cGMP TR-FRET, EC30 ANP; 0% at EC30 ANP, 100% saturating ANP. activation, % at 10 µM. 370,000 compounds, 0.14% hits. AID 1671463; in the data active means activation above about 40%
# NPR2 activator = GC-B (human) receptor activation; P20594; HEK293-GC-B cells, CNP EC30, cGMP TR-FRET; 0% at EC30 CNP, 100% saturating CNP; activation, % at 10 µM; 370,000 compounds, 0.11% hits; AID 1920062;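 active means activation at 10 µM reaching about 35% in either raw or pattern-adjusted values, limit read from the data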
# HGIII-sPLA2 inh = Blocks human group III sPLA2 activity; Q9NZ20; QFRET BODIPY PC-A2 liposome hydrolysis, fluorescence; inhibition, % at 12.2 µM; 370,000 compounds, 0.56% hits; AID 743126;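 active means inhibition above mean plus 3 SD of compounds lying within the high and low control bounds, cut at about 19% in these data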;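 further: 0% = median of test compound wells and 100% = no enzyme DMSO wells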
# SMARCA2 activ = increases SMARCA2 function in MMTV reporter cells; MG213 cells, MMTV-luciferase reporter, dexamethasone, overnight; activation, % at 9.1 µM; 370,000 compounds, 1% hits; in the data active means activation above about 7.8%;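 further: 0% = vehicle wells and 100% = reference activator wells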
# FXN GAA850 act = frataxin GAA850 promoter activation | HEK293 lucGAA850 FXN promoter luciferase reporter, 24 h; percent of 10 µM SAHA response | activation, % at 6 µM | 360,000 compounds, 0.56% hits | AID 540364;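 active means activation above the average of all compounds screened plus 3 SD, cutoff fixed separately per campaign, cut at about 7.5% in these data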;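 further: 0% = DMSO wells and 100% = 10 µM SAHA wells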
# hcDAF12 agonist = activates DAF-12 receptor from parasite H. contortus | HEK293 hcDAF-12 lit1-tk-luc reporter, luminescence; 0% DMSO, 100% Δ7-dafachronic acid | activation, % at 6.8 µM | 370,000 compounds, 1.4% hits;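 active means activation above the mean of all tested compounds plus 3 SD, cut at about 5.5% in these data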;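 further: 100% = response to 3 µM Δ7-dafachronic acid high control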
# DAX1 inh-1 = inhibitors of human orphan nuclear receptor DAX1 (NR0B1) | HEK293 Gal4-DAX1 luciferase reporter, luminescence | 340,000 compounds, 0.99% hits | inhibition, % at 6.75 µM | AID 504766;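 active means inhibition above the mean over all tested compounds plus 3 SD, cut at about 4.2% in these data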;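 further: 0% = DAX1-transfected cells with DMSO and 100% = empty-vector control cells with DMSO; inhibition shows as a rise in luminescence from relieved DAX1 repression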
# Target sequence (P51843 207-470 limits assumed): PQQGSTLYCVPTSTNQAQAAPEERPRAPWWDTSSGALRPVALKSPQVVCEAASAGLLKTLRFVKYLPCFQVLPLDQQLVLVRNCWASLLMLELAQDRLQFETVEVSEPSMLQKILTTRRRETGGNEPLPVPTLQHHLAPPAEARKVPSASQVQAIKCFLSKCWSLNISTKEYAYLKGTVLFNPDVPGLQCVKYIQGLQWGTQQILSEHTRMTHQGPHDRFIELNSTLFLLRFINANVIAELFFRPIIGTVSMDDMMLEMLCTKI
# hgDAF12 agonist = agonists of H. glycines DAF-12 nuclear receptor; 370,000 compounds, 1.8% hits; HEK293 GAL4-hgDAF12 UAS-luciferase reporter, agonist luminescence; normalized to butyrate control; AID 687014; activation, % at 6.8 µM;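 active means activation above a cutoff set at the mean of all screened compounds plus 3 SD, cut at about 10% in these data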;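 further: 0% = DMSO wells and 100% = sodium butyrate wells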
# ADAM10 inh = inhibitors of human ADAM10; AID 720582; 370,000 compounds, 0.62% hits; recombinant ADAM10, EDANS/DABCYL FRET peptide cleavage, 3 h; O14672; inhibition, % at 7 µM;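 active means inhibition above a per-campaign cutoff equal to the mean of compounds falling between control-based bounds plus 3 SD, cut at about 20% in these data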;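 further: 0% = DMSO wells while the 100% control is not disclosed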
# Target sequence (O14672 214-748 limits assumed): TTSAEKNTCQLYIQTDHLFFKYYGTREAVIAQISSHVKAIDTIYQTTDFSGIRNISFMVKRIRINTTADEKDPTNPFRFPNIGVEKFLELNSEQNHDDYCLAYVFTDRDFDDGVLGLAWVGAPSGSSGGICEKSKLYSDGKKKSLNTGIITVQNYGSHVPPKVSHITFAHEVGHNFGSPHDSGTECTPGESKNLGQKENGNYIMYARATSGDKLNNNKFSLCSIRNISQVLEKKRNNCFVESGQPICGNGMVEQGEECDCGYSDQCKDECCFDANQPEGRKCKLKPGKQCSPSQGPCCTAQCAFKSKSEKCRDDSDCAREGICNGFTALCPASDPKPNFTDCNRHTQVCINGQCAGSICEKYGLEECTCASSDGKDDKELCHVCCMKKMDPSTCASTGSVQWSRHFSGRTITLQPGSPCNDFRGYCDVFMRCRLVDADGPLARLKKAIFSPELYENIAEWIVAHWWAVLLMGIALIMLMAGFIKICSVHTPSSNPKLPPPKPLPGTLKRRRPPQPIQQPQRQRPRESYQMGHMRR
# DAX1 inh-2 = DAX1 (NR0B1) inhibition, primary screen; HEK293T StAR-luciferase reporter, SF-1/DAX-1 repression relief; inhibition, % at 6.8 µM; 370,000 compounds, 1.1% hits; AID 652010;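 active means inhibition above the mean over all tested compounds plus 3 SD, cut at about 3.6% in these data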;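 further: 0% = DAX-1 cells with DMSO and 100% = cells lacking DAX-1 with DMSO; higher inhibition means more luminescence from relief of DAX-1 repression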
# ssDAF12 agonist = S. stercoralis DAF-12 activation, primary screen. HEK293 ssDAF-12/GRIP1 lit1-tk-luc reporter, luminescence; % of 3 µM dafachronic acid response. activation, % at 6.8 µM. 370,000 compounds, 1% hits. AID 652126;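 active means activation above the mean over all tested compounds plus 3 SD, cut at about 0.9% in these data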;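 further: 0% = DMSO-only wells and 100% = 3 µM delta7-dafachronic acid wells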
# The depositor's hits bear a star; / = not tested or not shown.
Compound	NPR1 activator	NPR2 activator	HGIII-sPLA2 inh	SMARCA2 activ	FXN GAA850 act	hcDAF12 agonist	DAX1 inh-1	hgDAF12 agonist	ADAM10 inh	DAX1 inh-2	ssDAF12 agonist
COc1cc(OC)cc(-n2c3nc4ccccc4nc3c3c(=O)n(CC4CCCO4)cnc32)c1 (stereo unspecified)	11	4	7	-6	/	-0.2	/	-4.1	-34	-0.6	-1.0
O=C1NC2NC(=O)N(C(Cc3ccccc3)C(=O)O)C2N1 (stereo unspecified)	0	4	-1	3	1.4	-0.3	-1.0	0.9	10	0.4	-1.5
Cc1ccc(OCC(=O)Nc2cc(C(C)(C)C)on2)cc1C	-2	-1	-6	3	1.7	-0.8	0.1	3.6	3	1.6	-1.0
COc1ccccc1C(=O)Nc1nnc(-c2ccc(F)cc2)s1	11	-2	0	0	0.9	4.0	-0.8	2.9	0	0.6	-0.5
CCOc1cccc(C2c3c(oc4ccccc4c3=O)C(=O)N2c2ccccn2)c1 (stereo unspecified)	-7	-2	-2	0	/	-2.7	/	3.9	-11	0.2	-1.2
CCOc1ccccc1-n1c(SCC(=O)N2CCOCC2)nnc1-c1ccccn1	2	7	3	6	-0.4	-1.9	-0.2	0.7	12	0.0	-1.2
C[C@@H]1CCCCO[C@H](CN(C)S(=O)(=O)c2cn(C)cn2)[C@@H](C)CN([C@H](C)CO)C(=O)c2cc(NC(=O)CCCN(C)C)ccc2O1	1	5	5	-2	/	0.2	/	-0.5	-13	-0.8	-0.6
COc1cc([N+](=O)[O-])ccc1N1C(=O)CC(Sc2nccc(C)n2)C1=O (stereo unspecified)	0	2	0	6	0.9	-0.6	1.5	-1.7	4	0.6	-1.0
CC(=O)c1ccc(S(=O)(=O)N2CCN(C(=O)c3ccccc3Cc3ccccc3)CC2)cc1	0	-1	-1	-2	-0.6	-2.0	-0.4	-1.4	2	1.1	-1.2
CN(Cc1cccs1)C(=O)c1ccc(S(=O)(=O)N2CCCCC2)cc1	0	-1	9	-4	0.9	-2.1	1.9	2.3	-8	-0.3	-1.7
CC(C)N1C(=O)CCC1C(=O)NCc1ccco1 (stereo unspecified)	4	5	2	-2	1.8	-1.6	1.3	-2.6	-1	-0.6	-1.7
CN(Cc1ccc(C#CCCO)cc1)CC1CCCN(CCc2ccc(Cl)cc2)C1 (stereo unspecified)	-6	-5	-8	-2	-1.5	-1.7	-0.5	-1.0	5	-0.4	-1.2
CC1C=CCC2C(=O)N(c3cccc(C(=O)Nc4ccc(Br)cc4)c3)C(=O)C12 (stereo unspecified)	5	0	-41	-4	-3.0	-2.7	1.0	-4.2	14	-3.9	-2.1
Clc1ccc(OCCn2cnc3ccccc32)cc1	-5	-3	-1	1	2.8	-2.4	-0.1	0.6	9	-1.3	-1.4
O=C(O)c1ccc(NS(=O)(=O)c2ccc(N3CCCC3)c([N+](=O)[O-])c2)cc1	5	4	-1	1	0.4	-2.5	1.5	0.2	-4	-0.2	-1.4

# Next structures:
Compound	NPR1 activator	NPR2 activator	HGIII-sPLA2 inh	SMARCA2 activ	FXN GAA850 act	hcDAF12 agonist	DAX1 inh-1	hgDAF12 agonist	ADAM10 inh	DAX1 inh-2	ssDAF12 agonist
CC1CCCCN1C(=S)NCc1ccccc1 (stereo unspecified)	4	0	0	8.2*	0.7	-0.3	1.2	-2.2	-8	-0.5	-1.1
CC(C)NS(=O)(=O)c1cc(F)ccc1CN1C(=O)c2cccnc2C1=O	3	3	2	-1	1.7	0.4	-0.6	-0.8	0	-0.2	-0.6
CCN(C(=O)COC(=O)c1ccccc1O)c1cccc2ccccc12	-7	2	-10	-1	0.6	1.4	0.8	-1.0	2	-0.3	-1.5
CCC1(c2ccc(F)cc2)NC(=O)N(CC(=O)N2CCc3ccccc32)C1=O (stereo unspecified)	0	3	-1	-2	-0.4	0.2	0.7	5.7	-1	-0.2	-0.7
C[C@H]1COc2cc(N3CCN(Cc4ccccc4F)CC3)ccc2S(=O)(=O)N1	2	7	-4	-1	/	-1.3	/	0.0	-5	1.0	-1.0
O=C1CCCCN1CCCC(=O)N1CCCC(Nc2ccc(F)c(F)c2)C1 (stereo unspecified)	-1	-10	3	-2	0.3	-1.9	1.0	6.7	5	-1.1	-0.9
NC(=O)c1ncn([C@@H]2O[C@H](CNCc3cccc4c3sc3ccccc34)[C@@H](O)[C@H]2O)n1	2	1	2	3	0.6	0.6	0.5	0.3	-10	-1.2	-0.7
O=C(O)c1ccc(C=C(c2nc3ccccc3s2)c2nc3ccccc3s2)cc1	-3	1	-8	3	-1.5	4.0	0.3	1.8	2	0.5	-1.3
CCOC(=O)c1cc(S(=O)(=O)Nc2ccc(OC)cc2OC)cn1C	2	-1	-9	-3	3.4	-3.2	-0.1	-0.7	-3	-0.1	-1.2
O=C(COc1ccccc1[N+](=O)[O-])Nc1cccc(S(=O)(=O)NC2=NCCCCC2)c1	0	1	-5	4	1.6	-1.9	-0.2	2.0	2	-2.5	-0.8
CN(C)S(=O)(=O)c1cc(C(=O)OCCn2cnc3c2c(=O)n(C)c(=O)n3C)ccc1Cl	2	-1	-1	-3	0.4	-1.8	-1.6	-1.6	0	0.0	-2.0
S=C(NNC(=S)NC1CC2CCC1C2)NC1CC2C=CC1C2 (stereo unspecified)	2	2	20*	0	2.4	0.0	/	3.2	5	-0.4	-1.0
CC(=O)Nc1nnc(SCC(=O)NCCOc2ccccc2)s1	-5	-4	9	3	1.3	-0.6	-0.5	0.5	4	0.5	-0.9
CN(C)CCNC(=O)CNC(=S)N(Cc1ccccc1)Cc1ccccc1F	2	-1	-1	1	0.3	-0.5	-0.1	3.3	1	1.3	-1.5
Cc1ccc(NC(=O)c2cc(S(=O)(=O)N3CCCCC3)ccc2N2CCOCC2)c(C)c1	-2	8	2	3	0.1	1.0	0.1	1.5	-11	-0.4	-0.2

# Other entries
Compound	NPR1 activator	NPR2 activator	HGIII-sPLA2 inh	SMARCA2 activ	FXN GAA850 act	hcDAF12 agonist	DAX1 inh-1	hgDAF12 agonist	ADAM10 inh	DAX1 inh-2	ssDAF12 agonist
COC(=O)c1ccc(/C=N/NC(=S)NCCN2CCOCC2)cc1	-1	0	2	1	0.6	-1.0	-1.5	0.5	3	0.0	-1.1
C[C@H](NC(=O)[C@@H]1Cc2ccccc2CN1)C(=O)NC1CCCC1	-3	0	12	-4	-0.8	1.9	0.1	0.6	0	0.3	-1.1
CCC(C)Sc1ccc([C@@H]2[C@H]3C(=O)N(CC)C(=O)[C@H]3[C@]3(C(=O)OC)CCCN23)cc1OC (stereo partly specified)	0	5	-10	-1	-0.1	-0.4	-0.2	0.9	-12	0.4	-1.3
O=C(O)c1c2c(nc3ccccc13)/C(=C/c1cccc([N+](=O)[O-])c1)CCC2	-4	-8	2	-3	-0.1	-0.9	-0.1	1.6	7	0.1	-0.9
Cc1cc(/C=N/n2c(COc3ccccc3)nc3ccccc3c2=O)c(O)c([N+](=O)[O-])c1	-13	-5	39*	0	1.1	-3.0	-0.6	-4.5	18	0.0	-1.9
CN(C)S(=O)(=O)c1ccc(N=Cc2c(C(F)(F)F)[nH][nH]c2=O)cc1	0	-5	-1	-2	2.2	-0.1	-1.5	1.1	6	0.6	-0.7
CCCCCCCCN1C(=O)[C@@H](CC(=O)NCc2cccc(C(F)(F)F)c2)C[C@@]2(C(=O)OC)C1=C[C@H](C1CCCC1)O[C@@H]2C	2	6	5	-1	/	0.4	/	-0.9	-12	-0.1	-0.6
COc1ccc(CN2CCN(Cc3c[nH]c4ccccc34)CC2CCO)c(F)c1 (stereo unspecified)	-4	-5	-27	0	1.5	1.9	0.8	1.9	-2	-0.1	-0.5
COc1cccc(CN=C2Nc3ccccc3CS2)c1	-2	-1	4	3	0.9	2.3	0.6	2.6	-5	0.8	-1.3
COc1cccc(N(CC(=O)N2CCc3ccccc3C2)S(C)(=O)=O)c1	-1	-10	5	-2	-1.6	-0.6	-0.8	-0.9	4	0.1	-1.3
CN(C)c1cc(-c2ccc(C#N)cc2)oc(=O)c1Cl	0	-4	-8	2	-0.4	-1.3	/	2.5	1	-0.8	-1.0
FC(F)(F)Oc1cccc(Cn2ccc3ccc(-c4ccc5ccn(Cc6ccccc6)c5c4)cc32)c1	-2	1	16	-3	/	1.1	/	1.1	-46	0.0	-0.6

# Bioassay records: PubChem BioAssay, several laboratories
